Ba/F3 V617F tox: loss of viability in JAK2V617F-driven Ba/F3 cells. Ba/F3 EpoR-JAK2V617F viability, ATP luminescence. inhibition, % at 5.6 µM. 220,000 tested, 1.1% active. AID 1446;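 active = inhibition above the campaign mean plus 3 SD over all tested compounds, cut at about 24% in these data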;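 also: cytokine-independent growth of Ba/F3 cells driven by EpoR plus mutant JAK2; 0% = DMSO-treated cells and 100% = JAK inhibitor I control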
NPY-Y1 antag: blocks the human neuropeptide Y Y1 receptor; P25929; inhibition, % at 3.6 µM; 200,000 tested, 1% active; HEK293-CNG Y1 cells, membrane potential fluorescence; NPY at EC95, then isoproterenol;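 active = inhibition above the campaign mean inhibition of all tested compounds plus 3 SD, cut at about 20% in these data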;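 also: 0% = DMSO wells given NPY plus isoproterenol and 100% = isoproterenol alone without NPY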
Target sequence (P25929 whole entry, looked up): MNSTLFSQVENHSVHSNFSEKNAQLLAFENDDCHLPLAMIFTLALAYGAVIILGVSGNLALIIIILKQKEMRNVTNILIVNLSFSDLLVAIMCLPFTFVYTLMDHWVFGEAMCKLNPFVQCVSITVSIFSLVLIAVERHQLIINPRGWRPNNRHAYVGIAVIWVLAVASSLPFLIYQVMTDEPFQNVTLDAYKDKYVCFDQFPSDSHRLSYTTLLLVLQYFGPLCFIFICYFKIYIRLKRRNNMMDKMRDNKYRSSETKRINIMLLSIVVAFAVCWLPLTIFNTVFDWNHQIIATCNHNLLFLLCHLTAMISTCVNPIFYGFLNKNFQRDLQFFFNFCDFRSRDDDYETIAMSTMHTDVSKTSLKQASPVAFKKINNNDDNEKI
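Test system – HEK293 Y1/CNG channel cell line · Also added – NPY agonist 25 nM, then isoproterenol 1 µM plus Ro 20-1724 25 µM · Compound dosing – one concentration, 3.6 µM, in 0.4% DMSO · Schedule – compound incubation 1 h at room temperature, readout 45 min post-stimulation · Technique – fluorescence, membrane potential probe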
S1P4 antag: human S1P4 receptor antagonism | O95977 | S1P4-expressing cells, antagonist mode, reporter read-out | inhibition, % at 4.98 µM | 220,000 tested, 0.26% active | AID 1510; in the data active = inhibition above about 29%;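 also: 0% = wells stimulated with agonist and 100% = vehicle wells without agonist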
BaF3 tox: parental Ba/F3 viability inhibition as JAK2V617F counter-screen | inhibition, % at 5.6 µM | CellTiter-Glo ATP luminescence | 220,000 tested, 1.1% active;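 active = inhibition above a per-campaign cutoff, the mean inhibition of all tested compounds plus 3 SD, cut at about 27% in these data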;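 also: 0% = DMSO wells and 100% = JAK Inhibitor I control wells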
RBBP9 inhibitor: blocks human serine hydrolase RBBP9. O75884. inhibition, % at 7.94 µM. 220,000 tested, 0.2% active. recombinant RBBP9, FP-Rh probe fluorescence polarization;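 active = inhibition above the campaign mean of all tested compounds plus 3 SD, cut at about 14% in these data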;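 also: plate controls were DMSO wells with RBBP9 for no effect and wells lacking RBBP9 protein for full effect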
Target sequence (O75884 whole entry, looked up): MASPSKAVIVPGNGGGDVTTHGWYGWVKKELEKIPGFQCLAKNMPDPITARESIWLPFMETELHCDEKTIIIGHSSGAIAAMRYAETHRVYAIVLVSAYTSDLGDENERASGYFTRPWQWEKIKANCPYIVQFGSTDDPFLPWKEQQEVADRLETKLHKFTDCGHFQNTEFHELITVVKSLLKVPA
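Test system – recombinant human RBBP9 · Input – RBBP9 2.5 µM in dispensing solution, pre-mixing · Medium – Tris buffer pH 8.0, NaCl, Pluronic · Schedule – preincubation 30 min plus labeling 45 min at 25 °C · Measured by – fluorescence polarization · Measure – % inhibition · Controls – DMSO and no-protein wells · Replicates – one well per compound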
NPY-Y1 PAM-ag: human NPY-Y1 potentiation or agonism, primary screen; NPY-Y1 expressing cells, potentiator/agonist activation; activation, % at 3.6 µM; AID 1304; 220,000 tested, 0.37% active; P25929; in the data active = activation above about 33%, passing the limit was not always enough;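 also: cells stimulated with NPY at EC10 then isoproterenol at EC100; 0% = low agonist plus stimulus and 100% = saturating agonist plus stimulus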
S1P4 agonist: activates the human S1P4 receptor. activation, % at 4.98 µM. S1P4-expressing cell line, agonist reporter assay. O95977. 220,000 tested, 0.35% active; in the data active = activation above about 11%;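 also: 0% = DMSO vehicle and 100% = reference agonist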
NPY-Y2 PAM-ag: potentiators or agonists of human neuropeptide Y receptor Y2; P49146; cells expressing NPY-Y2, potentiator/agonist read-out; activation, % at 3.6 µM; 220,000 tested, 0.45% active; AID 1359; in the data active = activation above about 27%;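 also: cells stimulated with NPY near EC25 plus isoproterenol at EC100; 0% = vehicle plus submaximal agonist and 100% = vehicle plus saturating agonist; some results beyond the cut were filed as inactive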
Target sequence (P49146 whole entry, looked up): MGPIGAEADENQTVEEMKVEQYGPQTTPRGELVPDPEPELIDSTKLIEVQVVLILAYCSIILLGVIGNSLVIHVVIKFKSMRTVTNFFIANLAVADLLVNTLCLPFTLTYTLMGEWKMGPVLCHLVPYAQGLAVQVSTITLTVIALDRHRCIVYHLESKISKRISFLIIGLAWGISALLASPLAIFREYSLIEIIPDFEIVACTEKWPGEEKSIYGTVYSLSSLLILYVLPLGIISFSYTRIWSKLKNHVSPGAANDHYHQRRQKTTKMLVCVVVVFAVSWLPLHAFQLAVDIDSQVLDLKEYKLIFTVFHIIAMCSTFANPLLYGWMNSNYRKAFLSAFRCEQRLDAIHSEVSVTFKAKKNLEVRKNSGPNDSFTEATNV
Runt-CBFb FRET: blocks binding of human RUNX1 Runt domain to CBFb | Q01196+Q13951 | Cerulean-Runt/Venus-CBFb FRET ratio 530/480, 1 h | inhibition, % at 20 µM | 220,000 tested, 0.46% active | AID 1496;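 active = inhibition over about 50% at 20 µM in the single-dose screen, limit read from the data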;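 also: 0% = DMSO wells and 100% = excess unlabeled CBFb competitor control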
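test system = Cerulean-tagged RUNX1 Runt domain (FRET donor) fusion protein | reagent = Venus-CBFb binding partner, 100 nM | incubation = protein complex preformed 1 h, compound exposure 1 h, room temperature, dark | detection = FRET fluorescence | read-out basis = loss of energy transfer signal | controls = 5 µM unlabeled CBFb as full-inhibition high control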
An asterisk follows results filed as active; nt = no result given.

Screens in order: Ba/F3 V617F tox, NPY-Y1 antag, S1P4 antag, BaF3 tox, RBBP9 inhibitor, NPY-Y1 PAM-ag, S1P4 agonist, NPY-Y2 PAM-ag, Runt-CBFb FRET
> c1ccc2sc(NC3=NCN(C4CCCCCC4)CN3)nc2c1
 : 6.3, 5.0, -5.5, -2.0, 1.1, 6.1, 0.8, 4.0, -0.7
> CCOC1(C)OCC(=O)[C@]2(CCC3C4CCC5=CC(=O)C=CC5(C)C4C(=O)CC32C)O1 (some centres undefined)
 : -0.6, -1.0, -17.7, -1.9, -2.6, 10.4, 0.9, -0.2, -1.8
> COc1ccc2c(c1OC)C(=O)OC2
 : -0.6, -1.8, -12.2, -7.0, -3.6, 1.7, 1.1, 12.4, -0.2
> CN(C(=O)c1cnc(N2CCN(c3ncccn3)CC2)c2ccccc12)c1ccc(Cl)cc1
 : 0.2, -1.3, -3.9, 5.4, 0.8, 3.9, 1.1, 12.0, -3.9
> O=C(NCCN1C(=O)S/C(=C\c2ccc(F)cc2)C1=O)c1cccc(S(=O)(=O)N2CCOCC2)c1
 : -2.8, 5.3, -9.2, 2.8, 0.9, -21.4, 0.5, 6.7, -5.8
> Cc1ncc([N+](=O)[O-])n1Cc1ccccc1
 : -1.8, -1.3, -5.7, 0.6, -1.9, -21.6, -0.8, 3.9, 1.0
> O=C1Nc2ccccc2C(O)(C(=O)N2CCCCC2)N1c1ccccc1 (centres undefined)
 : 2.8, 0.2, -10.8, -0.5, -10.3, -11.3, -0.1, -3.6, -3.7
> Cc1ccc(SCc2nc(N)nc(Nc3ccccc3C)n2)cc1C
 : 2.0, 6.5, -12.5, 7.0, -8.6, -29.0, 4.2, 5.7, 0.0
> CCC(=O)N(CC(=O)Nc1sc(C)c(C)c1C(N)=O)C1CCCC1
 : 1.2, -2.6, -165.9, 10.5, -2.9, 0.4, 2.1, 1.8, 1.2
> C/C(=N\Nc1nccnc1Cl)c1ccc([N+](=O)[O-])cc1
 : 3.7, -2.0, 2.2, 3.1, -5.4, -5.5, 0.2, -23.8, -0.2
> CCn1c(-c2cccnc2Cl)nc2cc(C)c(C)cc21
 : 2.8, -5.0, 2.6, 5.2, -0.2, -18.0, -2.3, -7.7, 2.2
> O=C1N=C(N2CCN(c3ccccc3)CC2)SC1Cc1ccccc1 (centres undefined)
 : -1.8, 9.3, -5.7, 2.3, 3.9, 27.4, 2.5, -3.6, 1.6
> Cc1ccc(N(CC(=O)NCCSc2ccccn2)S(C)(=O)=O)cc1
 : 1.3, 3.8, 10.8, 11.1, -8.0, 5.3, 1.3, -4.8, 0.6
> NC(CSCc1ccccc1Cl)C(=O)O (centres undefined)
 : -3.8, 2.5, 9.9, -1.7, -4.3, 1.5, -1.4, 11.4, 2.6
> CN1CCN(C(=O)c2cnn(-c3ccccc3)c2NC(=O)c2ccccc2)CC1
 : 0.4, -0.3, -5.7, 11.2, -0.7, 10.5, 1.2, -0.5, 1.5
> CCCCn1c(N)c(-c2nc3ccccc3o2)c2c([N+](=O)[O-])nn(C)c(=O)c21
 : 1.6, -2.8, -20.4, 2.5, 0.2, -0.7, 0.0, -1.2, -3.3
> CN(C)/C=C(/C(=O)c1ccc(F)cc1)S(=O)(=O)c1ccc(F)cc1
 : -2.6, 3.4, -10.5, 0.2, -7.3, 3.3, 1.5, 0.9, -0.1
> Cc1ccc(S(=O)(=O)c2c(N)n(CCCO)c3nc4ccccc4nc23)cc1
 : -1.4, -0.9, -24.4, 3.5, -9.4, -20.1, 1.0, 3.6, 9.3
> O=c1c(-c2cccc3ccccc23)[n+]([O-])c2ccccc2n1O
 : -1.8, 0.1, -27.2, 5.5, 13.1, 8.4, 0.6, -18.0, 0.1
> O=C(O)c1cc(Cl)nc2ccccc12
 : 0.5, nt, -1.4, -2.6, -1.0, -16.9, 0.2, -9.0, 2.6

Profiles from above:
CN1CCN(C(=O)c2cnn(-c3ccccc3)c2NC(=O)c2ccccc2)CC1 across the screens: Ba/F3 V617F tox = 0.4; NPY-Y1 antag = -0.3; S1P4 antag = -5.7; BaF3 tox = 11.2; RBBP9 inhibitor = -0.7; NPY-Y1 PAM-ag = 10.5; S1P4 agonist = 1.2; NPY-Y2 PAM-ag = -0.5; Runt-CBFb FRET = 1.5
O=C1N=C(N2CCN(c3ccccc3)CC2)SC1Cc1ccccc1 (centres undefined) across the screens: Ba/F3 V617F tox = -1.8; NPY-Y1 antag = 9.3; S1P4 antag = -5.7; BaF3 tox = 2.3; RBBP9 inhibitor = 3.9; NPY-Y1 PAM-ag = 27.4; S1P4 agonist = 2.5; NPY-Y2 PAM-ag = -3.6; Runt-CBFb FRET = 1.6

More records
Screens in order: Ba/F3 V617F tox, NPY-Y1 antag, S1P4 antag, BaF3 tox, RBBP9 inhibitor, NPY-Y1 PAM-ag, S1P4 agonist, NPY-Y2 PAM-ag, Runt-CBFb FRET
> CCC(C)N(C(=O)C(F)(F)F)C(C(=O)NC1CCCCC1)c1ccncc1 (centres undefined)
 : -1.2, 3.8, -3.4, 1.4, -4.7, -14.5, -1.1, -1.4, -3.8
> CC(=O)N=Nc1[nH]c(N)c2ccccc12
 : 6.9, -3.1, -4.3, 9.8, -4.8, 1.3, 1.2, 3.5, -0.5
> CCC/C(O)=C1\C(=O)CC(C)(C)CC1=NCc1ccccc1
 : -1.4, nt, -14.2, 2.7, -8.5, 21.2, 2.4, -1.2, -2.4
> CCCCCCn1cnc2c(c1=O)c1nc3ccccc3nc1n2/N=C/c1ccco1
 : -1.8, -2.8, -16.9, 2.4, -3.1, -4.7, 2.3, -13.9, -0.2
> CCn1c2ccccc2c2cc(NC(=O)C(C)Oc3ccccc3)ccc21 (centres undefined)
 : -2.6, 6.3, -4.0, 0.7, -67.2, 0.8, 0.5, -9.3, -0.7
> O=C(CCc1nc2ccccc2s1)OCc1ccccc1F
 : -0.7, 14.3, 1.0, -0.1, -4.2, -22.8, -2.2, -5.1, -0.4
> CCOC(=O)c1cc(-c2ccccc2)n(CCC(=O)O)c1C
 : 0.2, 0.4, -1.1, 2.8, -4.4, 7.4, 1.2, 6.6, -1.4
> CC(C)(C)c1ccc(-c2nnc(SCC(=O)c3ccc4c(c3)OCCO4)o2)cc1
 : -0.3, 0.3, -5.7, -3.4, -11.1, 19.8, 1.1, 0.6, -4.3
> O=C1c2cccc3cccc(c23)C(=O)N1OS(=O)(=O)c1ccc(Br)cc1
 : 0.3, -2.8, -16.0, 6.7, -4.8, 7.6, 2.8, 8.9, 3.8
> CC1CC(=O)N(CC(=O)N2CCCC2)c2ccccc2S1 (centres undefined)
 : 1.5, 4.8, -12.3, 4.6, -7.8, 4.1, -1.4, -9.8, 1.4
> CC(NC(=O)COC(=O)c1cc(NS(=O)(=O)c2ccc(Cl)c([N+](=O)[O-])c2)ccc1O)C1CC2CCC1C2 (centres undefined)
 : -0.3, 2.3, -2.7, 5.5, -1.6, -18.2, 0.2, 0.2, 1.0
> CC1(C)CNC(=O)c2sc(NC(=O)c3ccccc3Cl)nc2C1
 : 1.3, -3.8, -2.9, 7.1, -2.1, 4.4, 0.8, -4.1, 1.7
> CN1CCN(NC(=O)c2cccc(F)c2)CC1
 : -2.1, -1.2, -10.6, 10.1, 3.5, 6.3, 0.6, 1.4, 0.2
> Cc1ccc(N2CN(Cc3ccco3)CNC2=S)cc1
 : 1.8, 6.3, -10.3, -1.2, -7.4, 6.3, -1.4, -1.8, -3.8
> O=c1cc(/C=C/c2cccs2)[nH]c2ccccc12
 : 3.5, 1.9, -17.7, 5.2, -5.8, -9.8, 0.6, -8.1, 2.6
> CCCOc1ccc(C2C(C(=O)c3ccc(C)o3)=C(O)C(=O)N2Cc2cccnc2)cc1 (centres undefined)
 : -2.9, 4.9, -23.7, 0.5, -5.2, -2.6, 0.5, -15.8, -1.1
> CC(C)CC(NC(=O)C(NC(=O)OC(C)(C)C)C(C)C)C(N)=O (centres undefined)
 : 0.0, 11.7, -1.3, 4.2, -1.8, 2.3, -0.1, 6.4, -0.2
> COc1ccc(NCc2nnc(SCCN3CCCCC3)n2-c2ccc(C)cc2)cc1
 : -2.5, -1.1, -14.5, 0.7, -5.4, 22.7, 1.4, 6.0, -3.9
> CCCOc1ccc(NC(N)=O)cc1OCCC
 : -5.5, 3.2, -10.2, 1.7, 8.1, 2.9, -1.6, 7.8, -2.0
> CCCCSc1nc2c(cc1C#N)CCC2
 : -0.2, 3.9, -9.9, 0.8, -4.4, 14.2, -0.8, -1.6, 1.5

Additional entries follow.
Screens in order: Ba/F3 V617F tox, NPY-Y1 antag, S1P4 antag, BaF3 tox, RBBP9 inhibitor, NPY-Y1 PAM-ag, S1P4 agonist, NPY-Y2 PAM-ag, Runt-CBFb FRET
> COc1ccc2nc(SCc3cccc(C)c3)nc(C)c2c1
 : -0.3, 13.3, -1.3, 4.6, 0.3, -22.7, 3.9, -5.3, -5.8
> COc1ccc2nc(SCc3nc(N)nc(Nc4ccccc4)n3)[nH]c2c1
 : 0.1, -2.6, 2.3, 1.3, -6.3, 11.8, 0.9, -14.4, -1.5
> Cc1cccc(N2CCN(C(=S)Nc3ccc4nc(N5CCN(C)CC5)cc(C)c4c3)CC2)c1C
 : -2.0, 6.7, 8.6, 2.5, -13.1, 15.8, 0.1, 1.8, nt
> CN(C)c1ccc(/C=C2\SC(=O)N(CCc3nnc(N)s3)C2=O)cc1
 : 0.6, nt, -4.3, -2.2, -1.1, 12.7, 1.8, -0.2, -70.5
> CCOC(=O)N1CCN(C(=O)/C(=C/c2cccc3ccccc23)NC(=O)c2ccc(OC)cc2)CC1
 : 0.7, 9.9, 1.9, 4.7, -6.3, -17.4, 4.9, -11.4, -3.0
> COC(=O)c1cc(OC)c(OC)cc1NC(=O)Nc1ccccc1F
 : -0.1, nt, -0.9, 2.9, -11.8, -4.0, 3.5, -10.3, -0.2
> O=C(NCc1ccco1)c1cc(-c2cccnc2)nc2ccccc12
 : 2.4, 0.4, -15.0, 8.1, -10.7, -10.7, 5.0, -6.8, 2.7
> CCOc1ccc(N(CC(=O)Nc2ccc(OC)cc2)S(=O)(=O)c2c(C)noc2C)cc1
 : -2.5, 0.4, -4.5, 5.0, -4.8, -1.9, 1.8, -2.3, -4.1
> COc1cc(/C=N/n2cnc3c(sc4nc(C)cc(C)c43)c2=O)ccc1O
 : 0.2, nt, 0.8, -0.4, 2.6, 16.1, 0.8, -20.8, -1.4
> COCCCN1CC23C=CC(O2)C(C(=O)O)C3C1=O (centres undefined)
 : 3.0, 0.7, -7.9, 1.3, -2.3, 15.1, -1.9, -2.9, 1.0
> COc1ccc(N2CCN(C(=O)CSc3nnc4c(C)cc5cc(C)ccc5n34)CC2)cc1
 : -3.0, 0.0, -11.1, -0.1, 2.2, -29.3, 0.8, -0.2, -11.6

From PubChem BioAssay
